Source: PubChem
PME-1 inh = blocks human protein phosphatase methylesterase 1; inhibition, % at 5.9 µM; 320,000 compounds, 0.53% hits; recombinant PME-1, FP-Rh probe fluorescence polarization; AID 2130; Q9Y570;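 active = inhibition above the campaign mean of all compounds plus 3 SD, cut at about 26% in these data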;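 also: competitive labeling of PME-1 active site by serine hydrolase directed probe; 0% = PME-1 with DMSO and 100% = wells lacking PME-1 enzyme; inhibitors block probe labeling so polarization falls and inhibition rises; many of its hits are not listed in these tables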
Target sequence (Q9Y570 whole entry, looked up): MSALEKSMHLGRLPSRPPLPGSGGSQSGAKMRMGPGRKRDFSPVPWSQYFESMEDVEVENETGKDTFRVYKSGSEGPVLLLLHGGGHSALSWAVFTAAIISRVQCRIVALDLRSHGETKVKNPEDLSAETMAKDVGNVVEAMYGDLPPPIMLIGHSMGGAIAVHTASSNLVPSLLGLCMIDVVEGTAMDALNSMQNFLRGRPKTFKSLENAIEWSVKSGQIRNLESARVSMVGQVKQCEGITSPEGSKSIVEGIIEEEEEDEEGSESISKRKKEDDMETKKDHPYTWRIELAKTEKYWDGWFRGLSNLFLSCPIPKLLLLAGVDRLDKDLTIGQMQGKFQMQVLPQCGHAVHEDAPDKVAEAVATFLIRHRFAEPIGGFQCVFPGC
PAD4 FP inh = blocks human protein arginine deiminase 4. 330,000 compounds, 0.41% hits. Q9UM07. inhibition, % at 6.36 µM. recombinant PAD4, RCA probe fluorescence polarization;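 active = percent inhibition above a cutoff equal to the mean of all tested compounds plus 3 SD, cut at about 15% in these data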;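 also: 0% = PAD4 with RCA probe and DMSO and 100% = probe without PAD4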
PAFAH1B2 FP inh = blocks human PAF acetylhydrolase 1b catalytic subunit 2. recombinant PAFAH1B2, FP-rhodamine activity probe, fluorescence polarization. inhibition, % at 3.39 µM. 340,000 compounds, 1.2% hits. AID 492953;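 active = inhibition above the mean of all tested compounds plus 3 SD, cut at about 24% in these data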;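 also: 0% = enzyme with DMSO and 100% = wells lacking PAFAH1B2; many of its hits are not listed in these tables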
PAFAH1B3 FP inh = blocks human PAF acetylhydrolase 1B catalytic subunit 3; Q15102; recombinant PAFAH1B3, FP-rhodamine probe, fluorescence polarization; inhibition, % at 3.39 µM; 340,000 compounds, 0.28% hits; AID 492972;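 active = inhibition above the screen-wide average of all tested compounds plus 3 SD, cut at about 25% in these data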;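 also: 0% = enzyme with DMSO only and 100% = wells lacking PAFAH1B3 protein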
pPAFAH FP inh = pPAFAH (human) enzyme inhibition; Q13093; recombinant pPAFAH, FP-rhodamine probe fluorescence polarization; inhibition, % at 3.39 µM; 330,000 compounds, 1.5% hits; AID 463082;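 active = inhibition above the mean inhibition across the screen plus 3 SD, cut at about 25% in these data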;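 also: inhibitors block binding of the rhodamine activity-based probe so polarization drops; 0% = enzyme with DMSO and 100% = wells lacking pPAFAH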
LYPLA2 inh = blocks human lysophospholipase 2, a PME1 counter-screen; O95372; AID 2177; inhibition, % at 5.9 µM; recombinant LYPLA2, FP-Rh probe fluorescence polarization; 320,000 compounds, 0.38% hits;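 active = inhibition above the screen-wide mean plus 3 SD, limit set per campaign, cut at about 26% in these data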;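 also: 0% = LYPLA2 with DMSO and 100% = wells lacking LYPLA2 enzyme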
Target sequence (O95372 whole entry, looked up): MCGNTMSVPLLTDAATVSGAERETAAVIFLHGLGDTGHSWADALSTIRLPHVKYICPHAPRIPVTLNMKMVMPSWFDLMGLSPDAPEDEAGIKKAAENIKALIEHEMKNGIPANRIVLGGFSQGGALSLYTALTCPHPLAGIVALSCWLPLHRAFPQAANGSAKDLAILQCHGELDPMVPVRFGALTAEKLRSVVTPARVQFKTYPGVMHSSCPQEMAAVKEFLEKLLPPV
GSTO1 counter = blocks human GSTO1 in RBBP9 counter-screen | P78417 | recombinant GSTO1, activity-based probe fluorescence polarization | inhibition, % at 5.96 µM | 300,000 compounds, 1.1% hits | AID 1974;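 active = inhibition above the campaign mean inhibition plus 3 SD, cut at about 35% in these data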;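 also: 0% = GSTO1-1 with DMSO and 100% = wells lacking GSTO1-1 enzyme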
Target sequence (P78417 whole entry, looked up): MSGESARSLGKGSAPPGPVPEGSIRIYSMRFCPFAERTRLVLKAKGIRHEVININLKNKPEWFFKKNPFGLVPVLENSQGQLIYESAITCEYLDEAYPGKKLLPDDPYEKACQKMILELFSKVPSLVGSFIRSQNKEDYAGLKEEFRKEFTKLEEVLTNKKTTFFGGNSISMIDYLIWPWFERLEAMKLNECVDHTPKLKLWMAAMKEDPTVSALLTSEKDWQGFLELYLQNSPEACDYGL
PAFAH2 inh = inhibitors of human PAFAH2. 340,000 compounds, 0.99% hits. inhibition, % at 3.39 µM. recombinant PAFAH2, FP-rhodamine activity probe, fluorescence polarization. Q99487;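 active = inhibition above the mean over all tested compounds plus 3 SD, cut at about 30% in these data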;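 also: inhibitors block probe labeling of enzyme so polarization drops; 0% = enzyme with DMSO and 100% = wells lacking PAFAH2 protein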
LYPLA1 inh = counter-screen for PME1 inhibitors: inhibitors of human LYPLA1; recombinant LYPLA1, FP-Rh probe fluorescence polarization; 320,000 compounds, 0.16% hits; inhibition, % at 5.9 µM; AID 2174;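 active = inhibition above the mean of all tested compounds plus 3 SD, set per campaign, cut at about 14% in these data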;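 also: inhibitors block serine hydrolase probe labeling of LYPLA1 so polarization falls; 0% = enzyme with DMSO and 100% = wells lacking LYPLA1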
Target sequence (O75608 whole entry, looked up): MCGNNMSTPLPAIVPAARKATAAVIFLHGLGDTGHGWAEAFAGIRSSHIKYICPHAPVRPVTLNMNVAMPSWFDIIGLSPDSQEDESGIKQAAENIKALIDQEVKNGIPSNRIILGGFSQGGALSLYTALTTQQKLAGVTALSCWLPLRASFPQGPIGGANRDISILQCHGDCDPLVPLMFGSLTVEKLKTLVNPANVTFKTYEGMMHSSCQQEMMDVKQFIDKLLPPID
Active calls of the source: *; x = not tested or not shown; & = joins results of further samples. An excerpt; rates above refer to the full screens.

SMILES	PME-1 inh	PAD4 FP inh	PAFAH1B2 FP inh	PAFAH1B3 FP inh	pPAFAH FP inh	LYPLA2 inh	GSTO1 counter	PAFAH2 inh	LYPLA1 inh
O=C(COc1nc2ccccc2nc1N1CCOCC1)Nc1cccc(S(=O)(=O)N2CCCCC2)c1	0	2	-6	2	11	-14	-4	-5	-10
O=C1CC(NNc2nc3ccccc3s2)C(=O)N1c1ccccc1 (configuration not stated)	3	-2	2	3	3	4	11	4	0
O=C(NCCS(=O)(=O)NC1CCCCC1)c1ccc2c(c1)OCO2	-3	0	4	1	5	0	3	-5	2
COc1ccc(CCNc2cc(C)[nH]c(=O)c2)cc1OC	-4	4	7	6	3	-6	1	6	-4
CC(C)(C)n1nc2c(c1NC(=O)c1ccccc1S(=O)(=O)C(F)F)CS(=O)(=O)C2	5	4	1	3	3	-5	6	-2	0
COc1ccc(CCNC(=O)c2n[nH]c3ccccc23)cc1	-5	-4	1	6	-1	0	5	-2	-4
Cc1ccc(S(=O)(=O)Nc2ccccc2C(=O)Nc2sccc2C(=O)NN(C)C)cc1	8	1	3	0	7	4	-36	-1	3
Cc1nn(S(=O)(=O)c2cccc([N+](=O)[O-])c2)c(C)c1Br	5	-4	2	10	-4	-2	5	6	-4
COc1cccc(C(=O)N(CN2CCCC2=O)c2cc(C)on2)c1	2	-3	-1	-3	1	8	10	-2	-2
COC(=O)CCCC1=CC2=C(c3ccccc3)C(=O)C(C)(OC(=O)C3CCCC3)C(=O)C2=CN1C1CC1 (configuration not stated)	7	-3	7	8	3	6	29	7	1
C#CC(=O)N(c1cccc(OC)c1)C(C(=O)NC1CCCC1)c1cccs1 (configuration not stated)	-2	6	4	13	-3	6	76*	20	1
O=C(CN(C(=O)C1CSC(=O)C1)c1cccc(F)c1)NC1CCCC1 (configuration not stated)	2	-4	2	0	3	1	4	1	-5
CS(=O)(=O)N(CC(=O)NC1CCCC1)C1CCCCC1	0	0	4	14	1	2	0	11	3
Cn1cc(SCC(=O)Nc2nccs2)c2ccccc21	3	2	3	0	-1	0	-1	6	-1
CCn1c(SCC(=O)NC2CCCCC2)nnc1C(CO)NC(=O)c1ccccc1 (configuration not stated)	-4	1	2	-5	0	1	1	7	0
Cc1ccc(NC(=O)CN2C(=O)c3ccccc3C2=O)c(C)c1	3	-5	-3	-2	1	0	5	1	3
Cc1ccc(C(=O)Nc2ccccc2-c2ccccc2)o1	5	-3	1	8	0	3	-3	-5	1
CC1CC(C)CN(c2nc(NCc3ccco3)nc(N)c2[N+](=O)[O-])C1 (configuration not stated)	2	0	8	-1	17	-3	-12	1	-1
O=C(OCc1nnc(-c2ccccc2)o1)c1cc(F)c(F)cc1Cl	-2	0	2	11	8	4	6	14	0
N=C1C(c2ccccc2)=C(O)CN1CCCO	6	-8	2	5	3	0	0	-3	2

Reformatted: four of the compounds above
> C#CC(=O)N(c1cccc(OC)c1)C(C(=O)NC1CCCC1)c1cccs1 (configuration not stated)
  PME-1 inh: -2 | PAD4 FP inh: 6 | PAFAH1B2 FP inh: 4 | PAFAH1B3 FP inh: 13 | pPAFAH FP inh: -3 | LYPLA2 inh: 6 | GSTO1 counter: 76* | PAFAH2 inh: 20 | LYPLA1 inh: 1

> O=C(CN(C(=O)C1CSC(=O)C1)c1cccc(F)c1)NC1CCCC1 (configuration not stated)
  PME-1 inh: 2 | PAD4 FP inh: -4 | PAFAH1B2 FP inh: 2 | PAFAH1B3 FP inh: 0 | pPAFAH FP inh: 3 | LYPLA2 inh: 1 | GSTO1 counter: 4 | PAFAH2 inh: 1 | LYPLA1 inh: -5

> CS(=O)(=O)N(CC(=O)NC1CCCC1)C1CCCCC1
  PME-1 inh: 0 | PAD4 FP inh: 0 | PAFAH1B2 FP inh: 4 | PAFAH1B3 FP inh: 14 | pPAFAH FP inh: 1 | LYPLA2 inh: 2 | GSTO1 counter: 0 | PAFAH2 inh: 11 | LYPLA1 inh: 3

> Cn1cc(SCC(=O)Nc2nccs2)c2ccccc21
  PME-1 inh: 3 | PAD4 FP inh: 2 | PAFAH1B2 FP inh: 3 | PAFAH1B3 FP inh: 0 | pPAFAH FP inh: -1 | LYPLA2 inh: 0 | GSTO1 counter: -1 | PAFAH2 inh: 6 | LYPLA1 inh: -1

(listing goes on)
SMILES	PME-1 inh	PAD4 FP inh	PAFAH1B2 FP inh	PAFAH1B3 FP inh	pPAFAH FP inh	LYPLA2 inh	GSTO1 counter	PAFAH2 inh	LYPLA1 inh
CC1C[C@@]2(NC(=O)NC2=O)C(C)CN1C (some centres not stated)	0	-2	2	-4	0	5	3	3	2
CCn1nc(NS(=O)(=O)c2ccccc2)c2cc3cc(C)ccc3nc21	-1	-8	7	8	5	7	-4	0	2
Cc1nn(C)c(C(=O)NC2C3CC4CC(C3)CC2C4)c1Cl (configuration not stated)	-2	-3	7	7	-1	6	0	10	-1
Clc1cc(-c2ccc(/C=N/n3cnnc3)o2)ccc1Br	0	3	5	6	8	0	-5	-2	-6
CCCCCc1c(O)nc(SCCN(C)C)[nH]c1=O	0	-2	10	7	-4	0	8	-6	-3
COc1cc(OC)cc(C(=O)Nc2ccccc2N2CCOCC2)c1	2	-3	1	3	-2	2	2	-4	-7
CCSc1nnc(NC(=O)c2ccc(F)c(S(=O)(=O)N3CCOCC3)c2)s1	-2	1	2	1	-3	-7	x	-5	-4
O=C(N[C@@H]1C/C=C\C[C@@H](CC(=O)N(CCO)Cc2ccccc2)C(=O)N[C@@H](c2ccccc2)COC1=O)OCC1c2ccccc2-c2ccccc21	x	2	-3	2	16	x	x	-5	x
COc1c2occc2c(OC(C)=O)c2c(=O)cc(C)oc12	-12	-7	-1	11	2	-1	3	3	-2
Cc1ccc(CCNC(=O)CC2Oc3ccc(C)cc3NC2=O)cc1 (configuration not stated)	-1	3	8	4	6	-1	16	-4	1
CN(C)c1ccc(CN(C(=O)/C=C/c2ccccc2Cl)C2CCS(=O)(=O)C2)cc1 (configuration not stated)	4	4	x	x	2	-1	-3	x	-5
COc1ccc(NC(=S)NCC(c2ccco2)N2CCCC2)cc1 (configuration not stated)	-5	-1	10	7	1	5	4	0	5
CNS(=O)(=O)c1cc(-c2nnc(Nc3ccc(CC(N)=O)cc3)c3ccccc23)ccc1C	8	0	-3	-7	3	0	-4	2	1
Cc1c(C(=O)NCC2COc3ccccc3O2)oc2ccc(S(=O)(=O)N3CC(C)CC(C)C3)cc12 (configuration not stated)	-6	-3	-5	-2	-9	0	2	-1	3
O=C(NCCCN1CCOCC1)C(=O)NCC1CCCO1 (configuration not stated)	-10	-2	2	4	-2	1	-5	5	-2
Oc1ccc(C=Nc2cccc3ncccc23)c(O)c1	4	16*	10	12	17	4	15	12	2
COc1ccccc1NC(=O)CSc1nc(=O)n(CCN2CCOCC2)c2c1CCC2	6	5	-1	7	-2	1	2	1	4
O=C(Cn1c(=O)cnc2ccccc21)NCC(=O)Nc1ccc(F)c(F)c1	1	2	-2	6	3	4	17	1	-2
CC1(C)S[C@@H]2[C@H](N=CN3CCCCCC3)C(=O)N2[C@H]1C(=O)O	2	-3	x	x	6	2	2	x	2
CCOC(=O)c1cc(-c2ccccc2)sc1NC(=O)C(C)(C)C	2	-3	0	6	-2	2	11	1	7
O=C1NC(=O)C(c2ccccc2)(c2ccccc2)N1	-1&-13	0&-4	2&1	6&11	-1&0	3&-3	-1&6	5&4	2&-1
CC(=O)Nc1cccc(C(=O)N/N=C/c2cccnc2)c1	6	4	6	3	-2	-3	4	5	5
O=C(c1cnn2ccccc12)N1CCc2ccccc21	-5	-3	-2	2	-4	1	-5	4	0
CC(COC(=O)c1ccccc1)(COC(=O)c1ccccc1)/[N+]([O-])=C/c1ccccc1	0	1	8	7	3	-6	4	-7	-1
CN(C(=O)COC(=O)c1cc(-c2ccc(Cl)s2)nc2ccccc12)C1CCS(=O)(=O)C1 (configuration not stated)	2	2	-8	-4	3	-8	-15	-2	-4
Cc1cc(Nc2ccccc2C(=O)O)nc2nc3ccccc3c(=O)n12	-3	0	3	6	-2	-1	-5	9	-2
COCCNC(=O)CN1CCOc2ccccc21	-8	-1	1	1	2	-2	5	0	0
O=C(CN1C(=O)N/C(=C\c2ccccc2OCc2ccc(C(=O)O)cc2)C1=O)Nc1ccccc1F	-12	-2	4	-5	7	-3	-3	-6	-2
Cc1ccc(NC(=O)c2cc(C(=O)c3cc(Cl)ccc3O)cn(-c3ccc(C)cc3)c2=O)cc1	-49	-23	-19	-43	-22	-55	-21	-58	-37
O=c1ccc(-c2ccc(S(=O)(=O)Nc3cccc(F)c3)o2)n[nH]1	4	-2	0	5	0	0	-13	5	0
COc1ccc(-c2ccc(SCC(=O)Nc3cccc(C(C)=O)c3)nn2)cc1OC	0	-1	-3	5	1	2	2	2	0
CSc1cccc(NS(=O)(=O)c2ccc3c(c2)oc(=O)n3C)c1	13	1	5	12	7	8	12	6	5
COc1ccc(-n2nnc3c(SCC(=O)Nc4ccc5c(c4)OCCO5)ncnc32)cc1	1	3	x	x	-4	-1	5	x	-6
Cc1cccc(NC(=S)NCC(c2cccnc2)N2CCOCC2)c1 (configuration not stated)	-1	-3	6	1	-1	-1	1	-6	-1
CCn1nc(CC(=O)Nc2ccc(-n3cnnn3)c(OC)c2)c2ccccc2c1=O	-3	-2	1	3	-4	1	-3	-3	-2
O=C(NCC1CCCCC1)c1cc(S(=O)(=O)N2CCCCC2)ccc1Cl	13	0	23	2	2	1	x	5	-2
O=C(CSc1nnc(CN2CCCCC2)n1-c1ccccc1)c1ccc2c(c1)OCO2	0	1	3	1	-2	2	2	4	2
CNC(=S)NNC(=O)c1cn(C)nc1C	-10	-3	4	8	-6	-6	3	1	-3
O=C(CCNC(=O)c1ccccc1)NCc1ccccc1F	-9	-3	-3	-8	2	-10	x	2	-7
S=C(Nc1ccccc1)N1N=CCC1c1ccccc1 (configuration not stated)	1	-1	7	2	2	0	-4	0	-4
O=[N+]([O-])c1ccc(N/N=C/C=C/c2ccco2)cc1	8	2	9	5	14	-12	2	5	-8
CC1(C)CC(=O)CC(C)(C)N1OC(=O)c1ccncc1	-2	-3	5	2	7	-2	-5	1	1

Six entries from above, as a markdown table:
| Molecule | PME-1 inh | PAD4 FP inh | PAFAH1B2 FP inh | PAFAH1B3 FP inh | pPAFAH FP inh | LYPLA2 inh | GSTO1 counter | PAFAH2 inh | LYPLA1 inh |
| --- | --- | --- | --- | --- | --- | --- | --- | --- | --- |
| Cc1ccc(NC(=O)c2cc(C(=O)c3cc(Cl)ccc3O)cn(-c3ccc(C)cc3)c2=O)cc1 | -49 | -23 | -19 | -43 | -22 | -55 | -21 | -58 | -37 |
| O=c1ccc(-c2ccc(S(=O)(=O)Nc3cccc(F)c3)o2)n[nH]1 | 4 | -2 | 0 | 5 | 0 | 0 | -13 | 5 | 0 |
| COc1ccc(-c2ccc(SCC(=O)Nc3cccc(C(C)=O)c3)nn2)cc1OC | 0 | -1 | -3 | 5 | 1 | 2 | 2 | 2 | 0 |
| CSc1cccc(NS(=O)(=O)c2ccc3c(c2)oc(=O)n3C)c1 | 13 | 1 | 5 | 12 | 7 | 8 | 12 | 6 | 5 |
| COc1ccc(-n2nnc3c(SCC(=O)Nc4ccc5c(c4)OCCO5)ncnc32)cc1 | 1 | 3 | x | x | -4 | -1 | 5 | x | -6 |
| Cc1cccc(NC(=S)NCC(c2cccnc2)N2CCOCC2)c1 (configuration not stated) | -1 | -3 | 6 | 1 | -1 | -1 | 1 | -6 | -1 |
